High-throughput results as filed in PubChem.
Vif-APOBEC3G blk – inhibitors of Vif-APOBEC3G interaction; hit rate 0.076% among 410,000; Q9HC16; AID 602310; HeLa A3G-eYFP + Vif (tagged APOBEC3G with the HIV-1 protein that degrades it), YFP fluorescence, overnight; Potency, µM (highest dose often 46.1 µM), for inactives: at the highest dose activity, negative = active, most hits filed as inhibitors;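 further: on the % scale 0 is the no-effect control and ±100 the full control effect; nearly all actives have a fitted effect of over 60% in size; hits raise eYFP signal because A3G escapes Vif-driven loss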
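HeLa cells stably expressing Vif and C-terminally eYFP-tagged A3G, seeded overnight at 37 deg C, then exposed to compound by pintool overnight at 37 deg C. Rise in yellow fluorescence (Ex 488/Em 500-530, Acumen) marks blocked Vif-driven A3G degradation.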
TrxR1 substrate – substrates of rat thioredoxin reductase 1; AID 588456; O89049; hit rate 0.01% among 390,000; Potency, µM (highest dose often 114 µM), for inactives: at the top dose activity change, negative = substrate turnover; purified TrxR1 substrate turnover, NADPH consumption readout; further: on the % scale 0 is the no-effect control and ±100 the full control effect; nearly all actives have a fitted effect of over 50% in size
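Rat TrxR1, dispensed at 90 nM, was prereduced with 400 uM NADPH (final) for 5 min at ~22 deg C, then incubated with compound 15 min before 400 uM selenite. A first-read NADPH fluorescence drop versus no-compound background flagged substrates.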
RXFP1 ag – activates the human relaxin receptor RXFP1 | Q9HBX9 | HEK293T-RXFP1 cAMP TR-FRET, 30 min; response scale: percent of porcine relaxin response, buffer zero | Potency, µM (doses to about 57.5 µM), without a hit: top-dose activation, most hits filed as activators | hit rate 0.3% among 370,000; further: on the % scale 0 is the no-effect control and ±100 the full control effect; nearly all actives have a fitted effect of over 60% in size; many of its hits are not listed in these tables
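cAMP rise read by TR-FRET after 30 min, 37C compound exposure (up to 58 uM) in RXFP1-transfected HEK293 cells with Ro 20174 present. EC50 from Hill-equation fits, with 29 nM porcine relaxin as 100% and buffer as basal.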
Vif-A3F inh – Vif-A3F binding inhibition. Potency, µM (doses to about 46.1 µM), without a hit: at the highest dose activity, negative = active. hit rate 0.2% among 390,000. HeLa A3F-eYFP + Vif (tagged APOBEC3F with the HIV-1 protein that degrades it), YFP fluorescence increase; further: % of control where 0% means no effect; nearly all actives have a fitted effect of over 65% in size
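HeLa cells stably expressing A3F-eYFP plus Vif, plated and incubated overnight at 37 deg C, then exposed to compounds overnight at 37 deg C. Blocked degradation read as raised yellow fluorescence (Ex 488/Em 500-530).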
RGS4 inhibitor – blocks human RGS4-accelerated GTP hydrolysis; P49798; Transcreener GDP fluorescence polarization, RGS4-accelerated GTP hydrolysis; Potency, µM (series often up to 114 µM), without a hit: top-dose activity change, negative = inhibition, most hits filed as inhibitors; hit rate 0.039% among 390,000; further: on the % scale 0 is the no-effect control and ±100 the full control effect; nearly all actives have a fitted effect of over 75% in size; some results filed as inactive show a strong effect at the top dose
Target sequence (P49798 whole entry, looked up): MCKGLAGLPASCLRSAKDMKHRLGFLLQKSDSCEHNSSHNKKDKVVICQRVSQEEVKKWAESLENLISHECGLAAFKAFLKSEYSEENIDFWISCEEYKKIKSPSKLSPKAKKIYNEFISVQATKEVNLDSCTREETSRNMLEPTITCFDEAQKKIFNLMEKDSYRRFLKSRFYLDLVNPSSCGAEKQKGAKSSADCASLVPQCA
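MLSMR compounds (23 nl, pin-transferred) preincubated 10 min at room temperature with a 500nM (2x) first reagent, then RGS4 at 900nM (2x) plus Transcreener GDP mix added; fluorescence polarization (620/688 nm) read before and after 90 min at 30 °C.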
USP1 inh – inhibitors of human USP1/UAF1 deubiquitinase; O94782; AID 743255; hit rate 0.23% among 390,000; recombinant USP1/UAF1, Ub-Rhodamine cleavage fluorescence; Potency, µM (top dose mostly 57.1 µM), for inactives: top-dose activity change, negative = inhibition, actives largely listed as inhibitors; further: on the % scale 0 is the no-effect control and ±100 the full control effect; nearly all actives have a fitted effect of over 60% in size; inactives centre near -12
Target sequence (O94782 whole entry, looked up): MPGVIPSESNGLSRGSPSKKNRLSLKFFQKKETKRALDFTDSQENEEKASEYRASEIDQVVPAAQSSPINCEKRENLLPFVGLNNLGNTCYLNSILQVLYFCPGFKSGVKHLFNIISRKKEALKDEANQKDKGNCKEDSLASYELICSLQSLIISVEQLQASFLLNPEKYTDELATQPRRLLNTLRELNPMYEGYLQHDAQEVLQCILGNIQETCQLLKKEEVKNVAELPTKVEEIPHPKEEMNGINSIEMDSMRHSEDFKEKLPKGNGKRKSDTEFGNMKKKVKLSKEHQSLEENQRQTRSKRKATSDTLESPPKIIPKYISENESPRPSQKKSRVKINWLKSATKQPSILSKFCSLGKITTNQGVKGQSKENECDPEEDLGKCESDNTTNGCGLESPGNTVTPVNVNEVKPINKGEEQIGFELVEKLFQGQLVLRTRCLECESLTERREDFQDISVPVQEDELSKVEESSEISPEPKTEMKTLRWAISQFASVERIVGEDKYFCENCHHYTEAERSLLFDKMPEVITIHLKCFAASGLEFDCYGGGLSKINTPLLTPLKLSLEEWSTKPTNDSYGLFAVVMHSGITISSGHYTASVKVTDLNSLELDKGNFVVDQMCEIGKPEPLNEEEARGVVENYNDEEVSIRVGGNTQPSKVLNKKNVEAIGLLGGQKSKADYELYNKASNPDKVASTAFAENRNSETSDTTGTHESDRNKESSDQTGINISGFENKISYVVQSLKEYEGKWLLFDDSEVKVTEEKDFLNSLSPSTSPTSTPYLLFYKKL
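In this screen, compounds sit with the deubiquitinase complex (1nM) for 15 min at room temperature before Ub-Rho is added at 150nM final. Fluorescence rise is then followed for 6 reads every 60 seconds.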
12-LOX inh – inhibitors of human 12S-lipoxygenase ALOX12; P18054; purified 12hLO, xylenol orange hydroperoxide absorbance; Potency, µM (series often up to 108 µM), inactives show at the top dose activity change, negative = inhibition, hits mostly inhibitors; hit rate 1.1% among 580,000; AID 1671190; further: on the % scale 0 is the no-effect control and ±100 the full control effect
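Hydroperoxide product was detected by ferrous iron/xylenol orange as the 573 to 405 nm absorbance ratio. Arachidonic acid at 40 uM (final) was turned over for 30 min at room temperature by 150 nM human 12hLO, pH 7.0 Hepes buffer, after 15 min compound preincubation.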
mIDH1 inhibitor – inhibitors of human mutant IDH1 R132H | O75874 | hit rate 0.093% among 390,000 | IDH1-R132H enzyme, NADPH consumption, diaphorase/resazurin fluorescence | Potency, µM (highest dose often 76.6 µM), without a hit: at the top dose activity change, negative = inhibition, hits mostly inhibitors; further: on the % scale 0 is the no-effect control and ±100 the full control effect; nearly all actives have a fitted effect of over 65% in size
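IDH1-R132H (0.5 ug/mL) preincubated 30 min with compound, then NADPH (0.016 mM) and alpha-KG (2 mM) added; 80 min at RT, pH 7.5. Remaining NADPH coupled via diaphorase/resazurin to fluorescence (540/590 nm); concentration-response curves normalized to no-enzyme control.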
TrxR1 inh – rat TrxR1 inhibition; recombinant rTrxR1, NADPH fluorescence consumption, selenite substrate; Potency, µM (series often up to 114 µM), for the others: at the top dose activity change, negative = inhibition, most hits filed as inhibitors; hit rate 1% among 390,000; AID 588453; further: on the % scale 0 is the no-effect control and ±100 the full control effect; nearly all actives have a fitted effect of over 65% in size
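Rat TrxR1 (90 nM in the dispensed reagent) was pre-reduced with 400 uM NADPH for 5 min at room temperature, then incubated with compound for 15 min. After 400 uM selenite was added, NADPH fluorescence (Ex 340/Em 450 nm) was followed for 8 min.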
* hit, by the source's call; u = inconclusive; x = not tested or not shown; & = joins results of further samples; [ ] = another dose, or the depositor's remark. The call rests on the fitted dose curve; in most records, active means well fitted curve in the direction sought with a large enough effect; inconclusive means small, poorly fitted or top-dose-only effect, or another doubt; inactive means no such curve, though single readings can be large; an effect the other way counts as inactive or inconclusive. Potency means the concentration at half of the fitted maximal effect.

SMILES	Vif-APOBEC3G blk	TrxR1 substrate	RXFP1 ag	Vif-A3F inh	RGS4 inhibitor	USP1 inh	12-LOX inh	mIDH1 inhibitor	TrxR1 inh
COC(=O)C1=C[C@@H](C(=O)OC)C2C3=C(C(=O)[C@]2(C)NC(=O)c2ccccc2)[C@H](C)n2c(=O)n(C)c(=O)n2[C@@H]3C1 (some centres not stated)	2%	-8%	x	x	6%	x	x	x	-15%
Nc1nc(SCC(=O)NCc2ccccc2Cl)[nH]c(=O)c1NC(=O)c1ccccc1F	0%	-10%	4.2%	-26%	-10%	2%	u	3%	-11%
COc1ccc(-c2c(C)c3cc(OC(=O)N4CCOCC4)ccc3oc2=O)cc1	-4%	9%[57.1 µM]	3.3%	-9%	-27%	-19%	3%	28%	17%[57.1 µM]
CCOc1ccc(NC(=O)CSc2nc3ccccc3c(=O)n2CCCC(=O)NCCCN2CCCC2=O)cc1	0%	4%[11.4 µM]	-0.7%	20%	-13%	-11%	-5%	-1%	9%[11.4 µM]
CCCOc1ccc(C(=O)CCC(=O)OCC(=O)N2CCN(S(=O)(=O)c3ccc(C)cc3C)CC2)cc1	-1%	6%	x	1%	-11%	-23%	422%[activator]	3%	-21%
O=C(NCCc1ccccc1)c1ccc2nc(N3CCOCC3)sc2c1	2%	5%	-2.7%	-1%	5%	-28%	-4%&48%	-2%	12%
O=S(=O)(Nc1nc2ccccc2s1)c1cc(F)ccc1F	-3%	3%	1.5%	4%	-3%	-10%	u	2%	15%
O=C(NC(=S)Nc1nc(-c2ccccc2)cs1)c1cccnc1	0%	-11%[57.1 µM]	-1.1%	u	u	2%	35µM*	4%	19%[57.1 µM]
CCOC(=O)C1CCN(S(=O)(=O)c2ccc(C(C)=O)cc2)CC1	-2%	-3%	-1.3%	-25%	-21%	-13%	12%	11%	10%
Cc1cccc(C)c1NC(=O)CNc1ccccc1	0%	7%[0.457 µM]	-0.7%	-8%	-13%	-12%	-14%	3%	16%
O=C1OC(=O)c2c(Br)c(Br)c(Br)c(Br)c21	1%	5%	-0.1%	-7%	-6%	-18%	-27%	-3%	20%
COc1ccc(C(=O)O)cc1S(=O)(=O)N(C)CCc1ccccn1	-2%	5%	2.1%	-20%	-8%	-2%	0%	-2%	20%
Cc1ccc(-c2nc3ccccc3o2)cc1NC(=O)c1cccc2c(Cl)cccc12	0%	15%	3.3%	3%	6%	-12%	0%	-10%	25%
COc1ccc(CCn2c(NN=C3CCCC3)nc3c2c(=O)[nH]c(=O)n3C)cc1	1%	3%	0.0%	-5%	23%	1%	u	10%	-5%
Cc1cccc(NC(=O)CNC(=O)c2ccc(-n3cncn3)c([N+](=O)[O-])c2)c1C	0%	0%[57.1 µM]	1.3%	-6%	5%	-19%	-10%	-3%	2%[57.1 µM]
COc1ccccc1NS(=O)(=O)CC12CCC(CC1=O)C2(C)C (configuration not stated)	0%	10%	-0.1%	4%	-7%	-13%	-2%	6%	6%
COc1ccc(CCN=Cc2c(C)[nH]n(-c3ccc([N+](=O)[O-])cc3)c2=O)cc1OC	2%	3%	0.4%	1%	-17%	-19%	0%	5%	4%
Cc1ccc(CNC(=O)c2ccc(Cn3c(SCc4ccc(F)cc4)nc4cccnc43)cc2)o1	0%	13%	3.2%	0%	-24%	u	-3%	-19%	-3%
CC(=O)C1=C(C)N(CC2CC2)C(=O)N[C@H]1c1ccc(Br)cc1	3%	-8%[57.1 µM]	-0.9%	-7%	-20%	2%	4%	7%	8%[57.1 µM]
Cn1c(=O)c2c(ncn2CC(=O)NC(C)(C)C)n(C)c1=O	1%	3%[57.1 µM]	6.1%	-14%	11%	2%	-30%&6%	3%	10%
COc1ccc(N2CCN(C(=O)CCC(=O)N3CC(C)Oc4ccccc43)CC2)cc1 (configuration not stated)	1%	12%[57.1 µM]	-0.6%	-2%	16%	-14%	10%	-16%	12%[57.1 µM]
Cc1cc(C)nc(NS(=O)(=O)c2ccc(NC(=O)Cc3ccccc3F)cc2)n1	0%	7%[57.1 µM]	1.5%	13%	10%	-23%	-10%	-1%	19%[57.1 µM]
O=C(CSc1ncccc1-c1nc2ccccc2[nH]1)N1CCN(c2ccccc2F)CC1	0%	9%	30%	0%	-8%	-11%	u	0%	16%
CCn1c(SCC(=O)NNC(=S)Nc2ccccc2)nnc1-c1ccc(Cl)cc1	-5%	4%	0.1%	1%	-32%	-4%	-28%	-10%	u
COc1ccc(N(C(=O)C2COc3ccccc3O2)C(C(=O)NC2CCCCC2)c2ccccc2)cc1OC (configuration not stated)	-2%	-1%	0.4%	4%	11%	-23%	-9%	5.2µM*	11%
C=CCn1cccc(/C=C/C(=O)c2ccc(C(C)(C)C)cc2)c1=S	-20%	-1%	-0.9%	2%	u	-23%	-28%	-7%	-28%
CCCCn1c(SCC(=O)Nc2cc(NC(=O)c3ccco3)ccc2C)nc2ccccc2c1=O	u	10%	1.4%	u	-23%	-8%	-25%	-5%	6%
O=C(c1ccccc1)N1CCCC(c2ccc(Cl)cc2)=N1	-6%	1%	1.3%	-3%	-6%	-13%	10%	5%	14%
CC(=O)c1ccc(NC(=O)Cn2cnc(S(=O)(=O)N3CCCC3)c2)cc1	2%	35%[activator]	0.3%	8%	47%	-13%	x	0%	16%
CCCN1C(=O)C(NC(C)=O)c2cc(OC)ccc21 (configuration not stated)	0%	-10%	-0.5%	-9%	-21%	-6%	0%	2%	-4%

Among those listed so far, 2 have a furan ring, fused or not:
SMILES	Vif-APOBEC3G blk	TrxR1 substrate	RXFP1 ag	Vif-A3F inh	RGS4 inhibitor	USP1 inh	12-LOX inh	mIDH1 inhibitor	TrxR1 inh
Cc1ccc(CNC(=O)c2ccc(Cn3c(SCc4ccc(F)cc4)nc4cccnc43)cc2)o1	0%	13%	3.2%	0%	-24%	u	-3%	-19%	-3%
CCCCn1c(SCC(=O)Nc2cc(NC(=O)c3ccco3)ccc2C)nc2ccccc2c1=O	u	10%	1.4%	u	-23%	-8%	-25%	-5%	6%

Other structures.
SMILES	Vif-APOBEC3G blk	TrxR1 substrate	RXFP1 ag	Vif-A3F inh	RGS4 inhibitor	USP1 inh	12-LOX inh	mIDH1 inhibitor	TrxR1 inh
COC(=O)N/N=C(\C)c1ccc(Br)cc1	0%	7%[57.1 µM]	6.0%	7%	-22%	-16%	-7%	2%	12%[57.1 µM]
Cc1cccc(CSc2nc(-c3cccc(C)c3)nc3c2Cc2c(CO)cnc(C)c2O3)c1	2%	-1%	0.4%	1%	4%	-24%	0%	8%	-4%
Cc1ccc([C@H]2C[C@H](O)[C@@H](n3cc(C4CC4)nn3)CN2CC2CCCCC2)cc1	-5%	x	x	-1%	x	-24%	-21%	7%	x
COc1ccc(NC(=O)CS(=O)c2cccc(Cl)c2)cc1 (configuration not stated)	0%	-6%	1.0%	-4%	-6%	-23%	0%	0%	-3%
CCC(=O)Nc1ccc2oc(-c3cccnc3)nc2c1	5%	248%[activator]	6.5%	-1%	-4%	-12%	-16%&6%	3%	39%[activator]
CCn1ncc(N(C)N)c(Cl)c1=O	3%	-3%	2.9%	2%	17%	-10%	u	0%	12%
COc1ccc(Cl)cc1S(=O)(=O)N1CCCC(C(=O)NCC(N)=O)C1 (configuration not stated)	2%	4%	x	9%	-51%	-14%	0%	11%	17%
C/C(Cl)=C\Cn1c(=O)c2c(nc3n2CCS3)n(C)c1=O	-7%	6%	3.6%	-4%	9%	-12%	11%	2%	-1%[57.1 µM]
Cc1ccc(S(=O)(=O)N2CCN(C(=O)c3cc4c(C)nn(-c5ccccc5)c4s3)CC2)cc1	3%	20%	-0.4%	0%	19%	-14%	u	7%	59%[activator]
CCN(CC)c1nc2c(S(=O)(=O)c3ccccc3)nnn2c2ccc(Cl)cc12	0%	12%	4.2%	3%	15%	2%	-29%	43%[activator]	11%
Cc1cc(Cc2ccc([N+](=O)[O-])cc2)c(C)cn1	1%	-8%	-1.5%	6%	-9%	-5%	-8%	3%	5%[57.1 µM]
Cc1ccc(C(=O)n2nc(C)c(S(=O)(=O)N3CCCCCC3)c2C)cc1C	-1%	-1%[57.1 µM]	0.0%	5%	-7%	-22%	-18%	-3%	5%[57.1 µM]
O=C(Nc1nnc(C(F)(F)F)s1)c1ccc(Br)s1	1%	0%[57.1 µM]	9.7%	4%	-20%	-2%	-18%	50%[activator]	0%[57.1 µM]

Ordered by length of the SMILES (falling): some entries from above
SMILES	Vif-APOBEC3G blk	TrxR1 substrate	RXFP1 ag	Vif-A3F inh	RGS4 inhibitor	USP1 inh	12-LOX inh	mIDH1 inhibitor	TrxR1 inh
Cc1ccc(S(=O)(=O)N2CCN(C(=O)c3cc4c(C)nn(-c5ccccc5)c4s3)CC2)cc1	3%	20%	-0.4%	0%	19%	-14%	u	7%	59%[activator]
COc1ccc(Cl)cc1S(=O)(=O)N1CCCC(C(=O)NCC(N)=O)C1 (configuration not stated)	2%	4%	x	9%	-51%	-14%	0%	11%	17%
O=C(Nc1nnc(C(F)(F)F)s1)c1ccc(Br)s1	1%	0%[57.1 µM]	9.7%	4%	-20%	-2%	-18%	50%[activator]	0%[57.1 µM]

Printed as active in 12-LOX inh, of those listed so far:
mol	TrxR1 substrate	RXFP1 ag	Vif-A3F inh	RGS4 inhibitor	USP1 inh	12-LOX inh	TrxR1 inh
O=C(NC(=S)Nc1nc(-c2ccccc2)cs1)c1cccnc1	-11%[57.1 µM]	-1.1%	u	u	2%	35µM*	19%[57.1 µM]

The list is partial, so the mix of outcomes need not match the whole.
